Compound activity from PubChem.
esBAF inh: SWI/SNF esBAF complex inhibition; mouse ES cells, Bmi1-luciferase knock-in reporter, 24 h; 100% = twice the neutral-well signal; reporter increase, % at 12.5 µM; actives 2% (n = 350,000); AID 602393; in the data active = activation above about 40%;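 also: 0% = median of the plate's neutral control wells and 100% = double that signal; a rise in the Bmi1 reporter signal indicates esBAF inhibition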
Xi reactivation: X-chromosome reactivation activator. XiGFP mouse fibroblasts, % GFP-positive cells imaging, 3 d; cells co-treated with 5-aza-dC sensitizer; scaled so ellipticine positive control = 100%. activation, % at 7.58 µM. AID 743238. actives 0.055% (n = 360,000);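 active = mean normalized replicate activation at least 10% and every replicate at or above 10%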;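 also: 0% = median of on-plate neutral control wells and 100% = ellipticine 6 µM median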
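System: 68-5-11 XiGFP fibroblast line; Timing: 3 days compound exposure; Compound dosing: one concentration, pinned; Benchmarks: positive control ellipticine, 6 µM final; Buffer or medium: DMEM containing 5-aza-dC.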
RAD54 inh: RAD54 (human) branch migration inhibition. RAD54 Holliday junction branch migration, FAM/BHQ fluorescence. inhibition, % at 10.4 µM. actives 0.14% (n = 360,000). AID 602329;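 active = mean normalized replicate activity at least 40 and at least half of replicates scoring 40 or more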;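 also: 0% = median of neutral control wells and 100% = median of positive control wells; inhibitors cause a drop in the FAM fluorescence signal; in these data hits start at about 50%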
E-sel inducer: E-selectin induction on HUVECs. P16581. HUVEC E-selectin immunofluorescence imaging; normalized: neutral wells 0, TNF-alpha wells 100. activation, % at 7.58 µM. actives 0.37% (n = 260,000). AID 686992;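 active = mean E-selectin-positive cell signal at least 10% of the positive control, reached in at least 60% of replicates, without over 20% cell loss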;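 also: in these data hits start at about 27%; measured in HUVEC primary endothelial cells; signal is the percent of cells scored E-selectin positive by PE staining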
Target sequence (P16581 whole entry, looked up): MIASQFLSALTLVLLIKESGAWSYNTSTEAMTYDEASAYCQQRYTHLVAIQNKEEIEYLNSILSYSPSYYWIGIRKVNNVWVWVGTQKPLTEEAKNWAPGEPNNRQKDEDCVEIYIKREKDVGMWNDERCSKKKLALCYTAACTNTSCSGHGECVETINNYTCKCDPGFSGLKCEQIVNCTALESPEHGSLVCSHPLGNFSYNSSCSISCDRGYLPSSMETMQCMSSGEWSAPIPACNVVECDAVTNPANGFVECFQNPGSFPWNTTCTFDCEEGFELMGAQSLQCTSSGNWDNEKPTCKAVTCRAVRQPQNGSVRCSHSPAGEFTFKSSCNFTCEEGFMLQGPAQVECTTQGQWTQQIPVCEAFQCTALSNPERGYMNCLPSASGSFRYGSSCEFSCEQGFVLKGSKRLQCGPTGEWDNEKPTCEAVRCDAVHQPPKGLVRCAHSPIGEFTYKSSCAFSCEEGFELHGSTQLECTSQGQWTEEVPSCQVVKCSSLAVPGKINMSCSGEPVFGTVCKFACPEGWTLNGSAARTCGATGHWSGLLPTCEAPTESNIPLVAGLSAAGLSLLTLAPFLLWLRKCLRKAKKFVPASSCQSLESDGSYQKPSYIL
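Assay system: HUVEC primary endothelial cells. Input: 3,000 HUVEC seeded per well. Doses: one compound dose added by pin transfer. Read-out basis: % PE-positive cells. Benchmarks: TNF-alpha high, DMSO low. Detection: immunofluorescence imaging. Buffer or medium: EGM-2, gelatin.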
FN deposition inh: fibronectin deposition inhibition; AH1F fibroblasts, Alexa488-fibronectin deposition fluorescence, overnight; actives 0.086% (n = 350,000); inhibition, % at 12.6 µM;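 active = mean inhibition across replicates of 30% or more, regardless of how many single replicates reach that level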;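 also: positive control wells lacked labelled fibronectin entirely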
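Material – AH1F fibroblast monolayer, labelled fibronectin deposition · Reagent – labelled fibronectin 24 nM · Timing – 1 h adhesion, overnight exposure · Measured by – fluorescence at 485 nm excitation, 525 nm emission · Read-out – inhibition of fibronectin deposition signal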
RAD52 anneal inh: inhibitors of human RAD52 DNA annealing | P43351 | recombinant RAD52 DNA annealing, FRET fluorescence | inhibition, % at 18.7 µM | actives 0.46% (n = 360,000);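 active = every replicate showing at least 50% inhibition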
EWS-Fli inh: EWS/Fli transcriptional activity inhibition; A673 NR0B1-luciferase reporter, viability-normalised; inhibition, % at 12.6 µM; actives 0.67% (n = 350,000); AID 651661;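 active = mean inhibition of at least 50% after viability correction, with every replicate also passing that limit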;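 also: firefly luciferase signal divided by Alamar Blue viability fluorescence both relative to DMSO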
S100A4 MyoIIA: S100A4-myosin IIA interaction inhibition | P26447 | S100A4/TAMRA-MyoIIA peptide fluorescence polarization | inhibition, % at 10.7 µM | actives 0.14% (n = 360,000) | AID 652163;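 active = mean inhibition of at least 70% across replicates, with every replicate also reaching that level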
Target sequence (P26447 whole entry, looked up): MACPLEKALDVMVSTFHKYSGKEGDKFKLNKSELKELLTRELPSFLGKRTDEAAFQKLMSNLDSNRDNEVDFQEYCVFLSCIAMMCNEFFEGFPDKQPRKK
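Compound dosing: one dose per compound; test system: human S100A4 monomer with TAMRA-labelled myosin IIA peptide; probe or stimulus: TAMRA-labelled myosin IIA heavy-chain peptide probe, 5 nM; medium: HEPES buffer with Ca2+, pH 7.2; schedule: 5 min incubation before reading; benchmarks: neutral control DMSO, positive control TFP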
* hit, by the source's call; · = not tested or not shown.

SMILES	esBAF inh	Xi reactivation	RAD54 inh	E-sel inducer	FN deposition inh	RAD52 anneal inh	EWS-Fli inh	S100A4 MyoIIA
COc1ccc(CNC(=O)C2CCN(S(=O)(=O)N3CCCCC3)CC2)cc1	5	0.0	-1	·	7	0	·	-1
O=C(Nc1ccc(F)c(Cl)c1)c1ccc2c(=O)n3c(nc2c1)CCCCC3	12	·	-20	-2.2	-3	·	·	·
Cc1ccc(Cn2nc(C)cc2C(=O)Nc2ccc(Cl)cc2)cc1	37	0.0	-2	0.3	-14	-1	-54	0
CCCCCc1nc2c(=O)n(C)c3ccccc3c2o1	15	·	7	0.1	0	·	·	·
COc1ccc(C(=O)NNC(=O)c2cccc(S(=O)(=O)N3CCOCC3)c2)cc1	-2	0.0	-9	0.3	1	-3	-16	0
COc1ccc(-c2cc3nc(NCc4ccc(C)cc4C)n(C)c(=O)c3s2)cc1OC	2	0.2	5	1.0	-9	-18	30	2
Cc1ccc(S(=O)(=O)N(c2ccc(Br)cc2)C2C=CS(=O)(=O)C2)cc1 (stereo unspecified)	5	0.0	·	8.9	5	-8	13	-2
CN1CCN(C(=O)CN(c2cccc(Br)c2)S(=O)(=O)c2ccccc2)CC1	·	0.0	·	0.0	-1	3	8	-2
C[C@@H]1CN([C@@H](C)CO)C(=O)c2cc(NC(=O)Nc3ccc(F)cc3)ccc2O[C@@H](C)CCCCO[C@H]1CN(C)S(=O)(=O)c1ccccc1	-2	-0.1	4	0.1	·	13	15	0
O=C(COC(=O)c1ccc(O)cc1O)c1ccc2c(c1)OCO2	63*	-0.1	-14	0.1	0	-14	·	6
CCOC(=O)C1CCN(C(=O)CN(c2ccc(OC)cc2)S(=O)(=O)c2c(C)noc2C)CC1	2	0.0	-13	·	-5	-25	-4	0
COc1ccc(NCC(=O)n2c(C)c(C)c3ccccc32)cc1OC	·	-0.1	·	·	2	-19	6	-6
COc1ccc(NC(=O)N(C)C[C@@H]2OCCCC[C@@H](C)Oc3ccc(NS(=O)(=O)c4ccc(F)cc4)cc3C(=O)N([C@H](C)CO)C[C@@H]2C)cc1	-7	0.1	-6	0.0	·	-11	-8	-1
CCCNCc1cc(Cl)c(OCC)c(Cl)c1	7	·	-4	-1.6	4	·	·	·
CCCCN(CC)C(=O)CSc1nc2n[nH]c(C)c2c(=N)n1-c1cccc(C)c1	·	0.4	·	1.5	-11	-13	12	2
CCn1c(C)nc2cc(C(=O)N/N=C/c3cccc(O)c3O)ccc21	·	0.3	·	·	8	-6	-63	-9
C[C@H](CO)N1C[C@H](C)[C@H](CN(C)S(C)(=O)=O)OCCCC[C@H](C)Oc2ccc(NC(=O)Nc3ccc(C(F)(F)F)cc3)cc2C1=O	-4	-1.1	-8	0.4	·	3	-3	2
CC(C)COc1cccc(C(=O)NC2(C)CCS(=O)(=O)C2)c1 (stereo unspecified)	6	0.2	-3	0.2	-1	-10	2	-7
C[C@H]1CN([C@@H](C)CO)S(=O)(=O)c2ccc(-c3cccc(C(=O)N(C)C)c3)cc2O[C@@H]1CN(C)Cc1ccc2c(c1)OCO2	-1	-0.1	1	·	·	20	28	8
Cc1ccc(-c2nc(CS(=O)CC(=O)NCCN3CCCCC3C)c(C)o2)cc1 (stereo unspecified)	-3	0.1	9	0.0	0	-62	·	-21
O=C(O)CCn1c(-c2ccccc2)cc2c1CCCC2=O	-7	0.2	-2	0.0	1	4	1	-4
Cc1nc(=S)c2c([nH]1)-c1ccccc1CC21CCCCC1	·	0.0	-8	1.1	0	-19	54*	-9
CC1Cc2ccccc2N1CC(=O)Nc1ccc2c(c1)OCCCO2 (stereo unspecified)	3	0.1	4	0.0	-10	-7	3	1
O=S(=O)(NCC(c1cccnc1)N1CCOCC1)c1cccs1 (stereo unspecified)	-2	·	1	·	9	-2	·	0
O=C(NCc1ccco1)c1cc(-c2cccs2)nc2ccccc12	·	-0.1	·	-0.2	-2	2	11	-8
O=C(c1cccc(NC2=NC3CS(=O)(=O)CC3S2)c1)N1CCN(c2ccc(F)cc2)CC1 (stereo unspecified)	-4	0.0	3	-0.4	1	0	-7	3
COc1cccc(NC(=O)N(C)C[C@H]2Oc3ncc(C#Cc4ccc(F)cc4)cc3C(=O)N([C@H](C)CO)C[C@H]2C)c1	-5	0.1	-8	-0.5	-7	-4	-11	2
Cc1ccc(N2C(=O)CS/C2=N\C(=S)Nc2ccccc2)cc1	·	0.0	0	0.1	-1	-8	4	-1
COc1ccccc1CNC(=O)[C@H](C)NC(=O)C1CCN(C(=O)[C@@H]2CCCN2C(=O)OC(C)(C)C)CC1	12	·	3	·	·	4	-11	-1
Cc1cc(C)c(C#N)c(SCC(=O)Nc2ccc(S(=O)(=O)Nc3ncccn3)cc2)n1	1	-0.1	-10	0.6	·	-8	-2	-1
O=C1NC(=Nc2ccccc2Cl)S/C1=C\c1cccc([N+](=O)[O-])c1	0	0.2	-4	·	-8	-16	19	5
CCCNC(=O)N1CC2(CCN(CC3CCCC3)CC2)c2c([nH]c3cc(OC)ccc23)[C@@H]1CO	·	0.3	·	-0.2	·	8	-5	3
O=C(C[C@H]1C[C@H]2c3cc(NC(=O)C4CCC4)ccc3O[C@H]2[C@H](CO)O1)NCc1ccccc1	-10	0.2	3	-0.7	-5	-3	-8	11
CCN(CC)S(=O)(=O)c1cccc(NC(=S)NC(=O)/C=C/c2ccc(S(=O)(=O)N3CCOCC3)cc2)c1	·	0.0	·	·	8	-22	11	8
CC(C)(C)C(=O)Nc1cc(S(=O)(=O)Nc2ccc(Cl)cc2)ccc1Cl	4	-0.1	5	·	0	-33	14	7
C[C@H](NC(=O)[C@@H]1[C@@H](CO)[C@@H]2Cn3c(cccc3=O)[C@@H]2N1C(=O)C1CC1)c1ccccc1	2	0.3	17	0.5	·	-5	12	-15
CCOC(=O)N1CCC(NC(=O)C(Cc2ccccc2)NC(=O)c2ccco2)CC1 (stereo unspecified)	-4	·	2	0.0	5	·	·	·
CN(CC(=O)Nc1ccc(Cl)cc1)Cc1cc(=O)n2ccsc2n1	·	0.0	·	-0.7	-4	-11	8	0
COC(=O)CCCCCCC(=O)Nc1ccc(C=O)cc1	·	·	-6	·	·	15	13	-1
CCc1ccc(OC)c(S(=O)(=O)N2CCN(C(=O)c3ccco3)CC2)c1	-7	0.1	-2	·	2	2	3	0
O=C(Nc1cccc(Cl)c1)N1C[C@@H]2[C@H](c3ccccc31)[C@@H](CO)N2C(=O)C1CCCC1	-5	0.1	9	0.3	·	-4	4	-10
CC(=O)Nc1ccc(NC(=O)/C=C/c2ccccc2)cc1	·	0.1	·	-0.2	-1	-11	-16	-4
O=C1N[C@@H](c2ccccc2)COC(=O)[C@H](Cc2ccc(F)cc2)CC/C=C/C[C@@H]1CC(=O)N(CCO)Cc1ccccc1	17	0.0	-2	0.1	-4	-8	4	-5
Cc1ccc(NC(=O)c2cc(C)nc3ccccc23)c(C)c1	-2	0.3	2	0.1	1	-15	-9	1
NC(CO)c1csc(Nc2ccc(C(=O)c3ccccc3)cc2)n1 (stereo unspecified)	3	0.0	11	0.0	-4	8	-14	-8
CCOc1ccccc1-c1noc(CCC(=O)Nc2cccnc2)n1	2	0.0	8	·	3	-3	-5	-4
CCc1ccc(CC2(O)CC(C)N(C)CC2C)cc1 (stereo unspecified)	·	0.1	·	·	4	-1	2	-6
CC(C)N1CCC(=NNC(=O)c2ccccc2[N+](=O)[O-])CC1	·	0.0	·	·	-9	2	-9	5
CC(C)(C)c1ccc(-c2nc3c(C#N)c(-c4ccc5c(c4)OCO5)ccn3n2)cc1	0	·	1	-1.1	1	·	·	·
COc1ccc(Br)cc1CN(C)C(=O)c1ccncc1	2	0.0	0	0.0	-1	-10	·	-1
C[C@H](NC(=O)C[C@H]1C=C[C@@H](NC(=O)CN2CCOCC2)[C@@H](CO)O1)c1ccccc1	-1	0.3	1	0.0	-17	9	-3	-9
Cc1cc(Cl)cc2c(N=Nc3ccccc3C(=O)O)c(O)[nH]c12	16	0.2	-1	·	4	-45	-5	-1
C[C@H]1CN([C@@H](C)CO)C(=O)Cc2cc(NC(=O)Nc3ccc(F)cc3)ccc2O[C@@H]1CN(C)S(=O)(=O)c1ccc(F)cc1	4	-0.3	-4	0.8	·	24	-7	3
CCC(C)NC(=O)CCc1nnc2ccc(N3CCC(C)CC3)nn12 (stereo unspecified)	-1	0.1	3	-0.2	-1	2	-6	-3
O=C(C(=O)N1CCC(Cc2ccccc2)CC1)c1cccs1	·	0.0	·	-6.5	-6	0	2	-2
COc1cccc(C#Cc2ccc([C@@H]3[C@H](CO)N4C(=O)CN(C(C)=O)C[C@@H]34)cc2)c1	·	0.0	·	0.3	·	-12	·	-68
Cc1ccc(N2C(=O)CC(Nc3ccc(Cl)c(S(=O)(=O)N(C)C)c3)C2=O)c(C)c1 (stereo unspecified)	-2	0.0	7	·	·	-11	-15	-2
CC1CCN(CC2C(=O)O[C@@H]3C[C@@]4(C)CCC[C@H](C)C4=C[C@H]23)CC(C)(C)C1 (stereo partly specified)	4	0.0	-3	·	-2	-20	2	5
O=C(NC[C@@H]1N[C@@H](CO)[C@@H]1c1ccc(-c2ccccc2F)cc1)c1ccccn1	1	0.6	-6	-0.2	4	-3	2	30
C[C@@H]1CCCCO[C@H](CN(C)C(=O)c2ccncc2)[C@@H](C)CN([C@H](C)CO)C(=O)c2cc(NC(=O)CCCN(C)C)ccc2O1	-6	0.0	4	0.0	·	7	-4	5

Molecules shown so far containing an NH in an aromatic ring:
SMILES	esBAF inh	Xi reactivation	RAD54 inh	E-sel inducer	FN deposition inh	RAD52 anneal inh	EWS-Fli inh	S100A4 MyoIIA
CCCCN(CC)C(=O)CSc1nc2n[nH]c(C)c2c(=N)n1-c1cccc(C)c1	·	0.4	·	1.5	-11	-13	12	2
Cc1nc(=S)c2c([nH]1)-c1ccccc1CC21CCCCC1	·	0.0	-8	1.1	0	-19	54*	-9
CCCNC(=O)N1CC2(CCN(CC3CCCC3)CC2)c2c([nH]c3cc(OC)ccc23)[C@@H]1CO	·	0.3	·	-0.2	·	8	-5	3
Cc1cc(Cl)cc2c(N=Nc3ccccc3C(=O)O)c(O)[nH]c12	16	0.2	-1	·	4	-45	-5	-1

Following part
SMILES	esBAF inh	Xi reactivation	RAD54 inh	E-sel inducer	FN deposition inh	RAD52 anneal inh	EWS-Fli inh	S100A4 MyoIIA
COC(=O)C1=C(C)NC(=O)/C1=C\c1cc(C)n(-c2ccccc2)c1C	2	0.0	·	10	1	-23	-90	-6
COCCn1c(N)c(N(Cc2ccccc2)C(=O)c2ccc(C#N)cc2)c(=O)[nH]c1=O	-6	0.0	10	0.0	-1	-4	4	-3
C[C@@H]1CN([C@H](C)CO)C(=O)Cc2cc(NS(=O)(=O)c3ccc(Cl)cc3)ccc2O[C@H]1CN(C)Cc1ccc(C(F)(F)F)cc1	6	-0.6	6	-0.2	·	·	·	·
O=C1/C(=C/c2cccnc2)SC(=S)N1CCc1ccccc1	6	-0.1	·	-1.1	-2	-1	-27	-3
S=c1[nH]nc(-c2cc(-c3ccccn3)nc3ccccc23)o1	·	0.4	·	0.0	-2	-11	-1	3

Outcome played no part in choosing rows; overall some 3% were active at least once.
